# Compound activity as filed in PubChem BioAssay.
# bIAP inh – intestinal alkaline phosphatase (bovine) inhibition. purified bovine IAP, CDP-star luminescence, 30 min. inhibition, % at 20 µM. 190,000 tested, under 10 active. AID 1019;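 active = over 50% inhibition of intestinal alkaline phosphatase at 20 µM in the single-dose screen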
#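 Assay system – bovine IAP enzyme · Quantity – bovine IAP at 1/65,000,000 final dilution · Detection – CDP-star luminescence signal · Times – 30 min reaction at room temperature · Also added – CDP-star substrate at 30 µM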
# S1P3 antag – S1P3 (human) receptor antagonism. inhibition, % at 4.98 µM. CHO S1P3 NFAT-BLA reporter, FRET fluorescence, antagonist mode. Q99500. 170,000 tested, 0.27% active;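 active = inhibition above the plate cutoff, the mean inhibition of test wells on that plate plus 3 SD, cut at about 28% in these data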;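 note: cells challenged with S1P at its EC80 of 0.8 µM; blue over green emission ratio from cleaved BLA substrate after 4 h stimulation; 0% = S1P-stimulated wells and 100% = unstimulated DMSO-only wells; some compounds past the cut are filed as inactive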
# Target sequence (Q99500 whole entry, looked up): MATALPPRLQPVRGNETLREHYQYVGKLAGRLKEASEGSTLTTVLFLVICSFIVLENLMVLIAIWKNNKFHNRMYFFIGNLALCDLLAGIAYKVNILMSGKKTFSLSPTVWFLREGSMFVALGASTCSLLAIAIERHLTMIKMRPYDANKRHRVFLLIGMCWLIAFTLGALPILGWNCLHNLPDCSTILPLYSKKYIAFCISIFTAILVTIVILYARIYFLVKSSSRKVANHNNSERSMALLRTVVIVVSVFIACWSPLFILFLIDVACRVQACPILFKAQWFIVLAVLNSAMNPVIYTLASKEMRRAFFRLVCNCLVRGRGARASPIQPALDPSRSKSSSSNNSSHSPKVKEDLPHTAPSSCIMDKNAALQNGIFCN
# ROMK primary – human ROMK K+ channel modulation, primary screen; Tet-inducible ROMK, thallium flux fluorescence; actives lie on both sides; AID 1918; P48048; 130,000 tested, 2% active; B-score at 10 µM;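 active = signal ratio slope over the read window, or its plate-corrected B-score, at least 3 SD from the plate mean, either direction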;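 note: B-score of the F/F0 ratio slope over 7 to 12 s after thallium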
# Target sequence (P48048 whole entry, looked up): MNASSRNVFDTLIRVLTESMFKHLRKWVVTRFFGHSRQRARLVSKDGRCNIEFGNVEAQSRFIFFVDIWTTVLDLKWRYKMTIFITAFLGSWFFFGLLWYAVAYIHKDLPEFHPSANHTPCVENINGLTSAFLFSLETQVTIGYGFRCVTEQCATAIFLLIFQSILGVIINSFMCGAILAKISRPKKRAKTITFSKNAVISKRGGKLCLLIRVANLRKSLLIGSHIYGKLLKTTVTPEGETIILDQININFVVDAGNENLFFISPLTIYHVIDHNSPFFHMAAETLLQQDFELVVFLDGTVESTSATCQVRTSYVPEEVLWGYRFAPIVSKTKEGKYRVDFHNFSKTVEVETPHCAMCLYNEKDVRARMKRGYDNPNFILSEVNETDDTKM
# PPARg SRC2 recr – agonists of SRC-2 recruitment by human PPARgamma. P37231. PPARgamma LBD-SRC-2 recruitment, biochemical. activation, % at 8 µM. 200,000 tested, 0.34% active. AID 1032; in the data active = activation above about 22%;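 note: 0% = vehicle and 100% = reference agonist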
# TLR4 MyD88 comp – TLR4-MyD88 interaction inhibition in cells. O00206+Q99836. HeLa CL3-4 TLR4/MyD88 BLA complementation, FRET ratio. inhibition, % at 8.4 µM. 200,000 tested, 0.18% active; in the data active = inhibition above about 25%;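 note: 0% = vehicle and 100% = reference inhibitor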
# PPARg SRC-1 ag – promotes SRC-1 coactivator recruitment by human PPARgamma; P37231; PPARgamma-SRC-1 coactivator recruitment biochemical assay; activation, % at 8 µM; 200,000 tested, 0.41% active; in the data active = activation above about 19%;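 note: 0% = DMSO and 100% = reference agonist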
# bIAP activator – intestinal alkaline phosphatase (bovine) activation; 200,000 tested, 0.17% active; purified bovine IAP, CDP-star luminescence, 30 min; hits give high values; fold of DMSO-control signal, blank-subtracted; activation factor at 20 µM;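 active = activation factor of 2 or more at 20 µM, a signal rise over negative controls twice the positive control's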
# Lmaj promast – inhibitors of Leishmania major promastigote growth. Leishmania major promastigotes, resazurin fluorescence viability. inhibition, % at 10 µM. 200,000 tested, 9% active. AID 1063; in the data active = inhibition above about 50%;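 note: promastigotes grown with compound for 44 hours at 28 °C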
# DTT redox prof – compounds producing H2O2 with reducing agent – biochemical, NIH compound library profiling, artefact control for MLSCN library redox annotation, primary screen. DTT-dependent redox cycling H2O2, phenol red/HRP absorbance; 100% = 100 µM peroxide control, 0% = buffer. activation, % at 10 µM. 200,000 tested, 0.03% active;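 active = activation of at least 50% relative to the plate's high and low controls in the primary single-dose screen; inactive = activation below 50%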;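 note: compound incubated with DTT at 0.8 mM final as the reducing agent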
# PPARg SRC3 recr – promotes SRC-3 coactivator recruitment by human PPARgamma. biochemical PPARgamma/SRC-3 coactivator recruitment assay. 200,000 tested, 0.26% active. activation, % at 8 µM; in the data active = activation above about 23%;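 note: 0% = DMSO and 100% = reference agonist; some compounds past the cut are filed as inactive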
# TR-FRET SRC-2 ct – flags TR-FRET format artefacts in PPARgamma SRC-2 recruitment agonist screen | TR-FRET artefact counter-screen; hits give high values | TR-FRET ratio at 8 µM | 200,000 tested, 0.4% active | AID 1049; in the data active = TR-FRET ratio above about 2000; note: inactives centre near 1500; reference of the scale not given here
# * hit, by the source's call; . = no result given. Compounds were not picked by outcome; 11% or so of the library scored in one or more.
# Short forms – A = bIAP inh; B = S1P3 antag; C = ROMK primary; D = PPARg SRC2 recr; E = TLR4 MyD88 comp; F = PPARg SRC-1 ag; G = bIAP activator; H = Lmaj promast; I = DTT redox prof; J = PPARg SRC3 recr; K = TR-FRET SRC-2 ct
CN1C(=O)/C(=C\C(=O)c2cccs2)c2ccccc21
  A: 4 | B: -19 | C: -1.4 | D: 1 | E: 16 | F: 6 | G: 1 | H: 100* | I: 1.5 | J: 2 | K: 1639
Nc1ccc(C(=O)Nc2nccs2)cc1
  A: -16 | B: -11 | C: -0.49 | D: 3 | E: -8 | F: 5 | G: 1.2 | H: 5 | I: -0.9 | J: 2 | K: 1726
CCCCNC(=O)c1cc2c(=O)n3cccc(C)c3nc2n(Cc2ccccc2)c1=N
  A: 11 | B: -1 | C: . | D: 5 | E: -36 | F: 10 | G: 0.9 | H: 33 | I: -1.1 | J: -3 | K: 1633
CCOC(=O)CCSc1nc(C)c2cc(C)c(C)cc2n1
  A: -5 | B: . | C: -0.71 | D: 3 | E: 2 | F: 0 | G: 1.1 | H: -3 | I: 0.7 | J: 10 | K: 1576
COC(=O)c1cc2sccc2n1CC(=O)Nc1cc(OC)cc(OC)c1
  A: 3 | B: 5 | C: 1.1 | D: 5 | E: -5 | F: 0 | G: 1 | H: 11 | I: 0.2 | J: 5 | K: 1485
CCOC(=O)Cc1nnc(NC(=O)COc2ccc(F)cc2)s1
  A: 0 | B: . | C: . | D: 7 | E: -4 | F: -3 | G: 1 | H: 5 | I: -7.9 | J: 12 | K: 1560
CCn1c(-c2ccc([N+](=O)[O-])cc2)n[nH]c1=S
  A: -6 | B: . | C: . | D: 6 | E: -10 | F: 1 | G: 1.1 | H: -4 | I: -0.3 | J: 15 | K: 1486
CCOC(=O)NCCc1c(C)nc2c(c(C)nn2C(C)(C)C)c1C
  A: 13 | B: 16 | C: . | D: 2 | E: -9 | F: 1 | G: 0.9 | H: 21 | I: 0.1 | J: 4 | K: 1609
O=C(COC(=O)c1cccnc1Cl)Nc1ccc2c(c1)OCO2
  A: -10 | B: -14 | C: . | D: -3 | E: 0 | F: 2 | G: 1.1 | H: -4 | I: 0.0 | J: -5 | K: 1367
COc1cccc2cc(C(=O)C3=C(O)C(=O)N(Cc4ccco4)C3c3cccnc3)oc12 (stereo not drawn)
  A: 21 | B: -52 | C: . | D: 26* | E: -9 | F: 27* | G: 0.8 | H: -12 | I: 0.6 | J: 40* | K: 2226*
O=C(c1cccc(Cl)c1)c1nn(-c2ccccc2)c(=O)cc1C(F)(F)F
  A: -1 | B: . | C: . | D: -4 | E: 0 | F: 0 | G: 1 | H: 35 | I: 13 | J: 2 | K: 1520
CC(C)Oc1cccc(C(=O)C2CCCN(S(=O)(=O)C(C)C)C2)c1 (stereo not drawn)
  A: -3 | B: -9 | C: 0.035 | D: 1 | E: -7 | F: -3 | G: 1 | H: 10 | I: -0.4 | J: 1 | K: 1609
COc1ccc(NC(=S)N2C3CCC2CC(NC(=O)NC24CC5CC(CC(C5)C2)C4)C3)c(OC)c1 (stereo not drawn)
  A: -66 | B: . | C: . | D: 5 | E: 14 | F: -6 | G: 1.7 | H: -3 | I: 2.0 | J: -4 | K: 1437
Cc1ccc(C)n1-c1ccc(C(=O)NCc2ccncc2)cc1
  A: 0 | B: -3 | C: 0.21 | D: -2 | E: -9 | F: 7 | G: 1 | H: 6 | I: -0.9 | J: 0 | K: 1594
Cc1ccc(-n2c(-c3ccncc3)n[nH]c2=S)cc1C
  A: 4 | B: -2 | C: 1.4 | D: -6 | E: 3 | F: 6 | G: 1 | H: 10 | I: 0.2 | J: -2 | K: 1812
COc1cc(NC(=O)COC(=O)c2nc3nc(C)cc(C)n3n2)cc(OC)c1
  A: 8 | B: . | C: . | D: -3 | E: -15 | F: -3 | G: 0.9 | H: 0 | I: -3.8 | J: -12 | K: 1444
Cc1ccc2ncccc2c1N
  A: 5 | B: 0 | C: -0.24 | D: -4 | E: 2 | F: 15 | G: 1 | H: 4 | I: -0.5 | J: 4 | K: 1485
N/C(=N\N=C\c1cccs1)SC1CC(=O)N(c2cccc([N+](=O)[O-])c2)C1=O (stereo not drawn)
  A: -3 | B: 14 | C: -0.64 | D: 5 | E: 5 | F: 4 | G: 1 | H: 15 | I: 0.2 | J: 9 | K: 1530
CN(C)S(=O)(=O)c1cccc(NC(=O)CN2C(=O)NC(CCc3ccccc3)C2=O)c1 (stereo not drawn)
  A: 2 | B: -10 | C: -0.51 | D: 3 | E: -6 | F: 9 | G: 1 | H: -3 | I: -0.2 | J: 0 | K: 1716
COc1ccccc1N1CCN(C2=CC(=O)CCC2)CC1
  A: -2 | B: . | C: . | D: 11 | E: 3 | F: 6 | G: 1 | H: -4 | I: -1.5 | J: -1 | K: 1668
Cc1ccc(S(=O)(=O)C(C#N)c2nc3ccccc3nc2OCCO)cc1 (stereo not drawn)
  A: -2 | B: 2 | C: -0.013 | D: 4 | E: -9 | F: 5 | G: 1 | H: -2 | I: 0.8 | J: 3 | K: 1722
CCN(CC)CCN(C(=O)c1ccc(N2C(=O)CCC2=O)cc1)c1nc2cc3c(cc2s1)OCO3
  A: -12 | B: -4 | C: . | D: -1 | E: -14 | F: -4 | G: 1.1 | H: 4 | I: -0.8 | J: -2 | K: 1438

# An excerpt of these results, with values under each structure.
# Below each compound: bIAP inh | S1P3 antag | ROMK primary | PPARg SRC2 recr | TLR4 MyD88 comp | PPARg SRC-1 ag | bIAP activator | Lmaj promast | DTT redox prof | PPARg SRC3 recr | TR-FRET SRC-2 ct
> COc1ccc(NC(=S)N2C3CCC2CC(NC(=O)NC24CC5CC(CC(C5)C2)C4)C3)c(OC)c1 (stereo not drawn)
  -66 | . | . | 5 | 14 | -6 | 1.7 | -3 | 2.0 | -4 | 1437
> COc1ccccc1N1CCN(C2=CC(=O)CCC2)CC1
  -2 | . | . | 11 | 3 | 6 | 1 | -4 | -1.5 | -1 | 1668
> CCCCNC(=O)c1cc2c(=O)n3cccc(C)c3nc2n(Cc2ccccc2)c1=N
  11 | -1 | . | 5 | -36 | 10 | 0.9 | 33 | -1.1 | -3 | 1633
> CCOC(=O)Cc1nnc(NC(=O)COc2ccc(F)cc2)s1
  0 | . | . | 7 | -4 | -3 | 1 | 5 | -7.9 | 12 | 1560

# 4 compounds out of the list above, arranged by the number in DTT redox prof, lowest first.
SMILES | DTT redox prof
COc1ccccc1N1CCN(C2=CC(=O)CCC2)CC1 | -1.5
CCCCNC(=O)c1cc2c(=O)n3cccc(C)c3nc2n(Cc2ccccc2)c1=N | -1.1
Cc1ccc(C)n1-c1ccc(C(=O)NCc2ccncc2)cc1 | -0.9
CCN(CC)CCN(C(=O)c1ccc(N2C(=O)CCC2=O)cc1)c1nc2cc3c(cc2s1)OCO3 | -0.8

# Rewritten with two lines to a compound: entries from further up.
# Each structure is followed by: bIAP inh | S1P3 antag | ROMK primary | PPARg SRC2 recr | TLR4 MyD88 comp | PPARg SRC-1 ag | bIAP activator | Lmaj promast | DTT redox prof | PPARg SRC3 recr | TR-FRET SRC-2 ct
> Cc1ccc(-n2c(-c3ccncc3)n[nH]c2=S)cc1C
→ 4 | -2 | 1.4 | -6 | 3 | 6 | 1 | 10 | 0.2 | -2 | 1812
> COc1cc(NC(=O)COC(=O)c2nc3nc(C)cc(C)n3n2)cc(OC)c1
→ 8 | . | . | -3 | -15 | -3 | 0.9 | 0 | -3.8 | -12 | 1444
